FXIa inh 1536: human FXIa protease inhibitors, primary screen, biochemical, 1536-well. Coagulation factor XI (Homo sapiens), P03951. purified FXIa, Boc-Glu-Ala-Arg-AMC fluorogenic substrate. inhibition, % at 5 µM. 220,000 compounds, 0.14% hits;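 active = inhibition of at least 40%; inactive = inhibition below 40%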;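 note: fluorescence of freed AMC excited at 355 nm; 0% = enzyme without compound and 100% = no enzyme blank; many of its hits are not listed in these tables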
Target sequence (P03951 19-387 limits assumed): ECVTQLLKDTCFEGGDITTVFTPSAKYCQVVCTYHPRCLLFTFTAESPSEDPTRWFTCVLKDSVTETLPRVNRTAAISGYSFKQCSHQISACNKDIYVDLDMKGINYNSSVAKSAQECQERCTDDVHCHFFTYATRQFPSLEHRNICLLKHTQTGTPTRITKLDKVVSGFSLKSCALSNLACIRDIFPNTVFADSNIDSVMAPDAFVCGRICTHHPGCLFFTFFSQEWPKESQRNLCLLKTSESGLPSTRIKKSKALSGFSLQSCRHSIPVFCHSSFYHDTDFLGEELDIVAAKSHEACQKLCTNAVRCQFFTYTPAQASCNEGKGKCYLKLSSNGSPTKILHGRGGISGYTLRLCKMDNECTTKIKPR
Target sequence (P03951 388-625 limits assumed): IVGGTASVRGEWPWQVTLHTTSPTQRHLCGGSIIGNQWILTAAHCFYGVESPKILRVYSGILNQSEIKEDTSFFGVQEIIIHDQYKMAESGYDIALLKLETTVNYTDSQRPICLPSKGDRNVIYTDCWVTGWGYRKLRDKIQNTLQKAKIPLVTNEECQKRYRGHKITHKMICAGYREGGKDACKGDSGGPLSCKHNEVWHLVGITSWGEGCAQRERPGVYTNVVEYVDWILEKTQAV
Wee1 stabilizer: Wee1 degradation inhibitors, primary screen, cell-based, HeLa, Wee1K328M-luciferase, luminescence; HeLa Luc-Wee1K328M stability; 100% = proteasome inhibitor MG132 effect; reporter increase, % at 5 µM; 220,000 compounds, 1.2% hits; AID 1321, 2008;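 active = activation above the mean of all tested compounds plus 3 SD, set per screening run, cut at about 8.8% in these data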;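 note: cells exposed to compound for 20 h before luminescence read; 0% = DMSO alone and 100% = MG132 at 30 µM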
KLK5 inh: human KLK5 protease inhibitors, primary screen, biochemical, 1536-well; Kallikrein-5 (Homo sapiens), Q9Y337; recombinant hK5, fluorogenic AMC substrate cleavage; 210,000 compounds, 0.59% hits; AID 873, 2007; inhibition, % at 5 µM;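 active = inhibition of 40% or more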;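 note: 0% = enzyme controls without compound and 100% = no-enzyme blanks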
Target sequence (Q9Y337 67-293 limits assumed): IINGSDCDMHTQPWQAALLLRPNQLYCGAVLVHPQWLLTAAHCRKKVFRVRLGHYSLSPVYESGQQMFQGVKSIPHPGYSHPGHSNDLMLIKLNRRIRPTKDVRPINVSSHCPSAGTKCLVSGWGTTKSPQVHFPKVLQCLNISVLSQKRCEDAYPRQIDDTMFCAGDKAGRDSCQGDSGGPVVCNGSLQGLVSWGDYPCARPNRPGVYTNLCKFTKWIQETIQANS
Furin inhibitor: human furin inhibitors, primary screen, biochemical, fluorescence intensity. purified furin, fluorogenic substrate cleavage. 220,000 compounds, 0.061% hits. inhibition, % at 30 µM. AID 463115, 2010; in the data active = inhibition above about 25%; note: inactives centre near -15
PERK inh: block of dimerizer-induced PERK translation repression, primary screen, PERK inhibitor project, CHO PERK-DD cells, SEAP luminescence, HTS. Eukaryotic translation initiation factor 2-alpha kinase 3 (Homo sapiens), Q9NZJ5. CHO PERK-DD fusion, SEAP luminescence translation reporter. inhibition, % at 5.6 µM. 220,000 compounds, 0.17% hits. AID 1416, 2008;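 active = inhibition above the mean inhibition of all tested compounds plus 3 SD, set separately per screening campaign, cut at about 2.9% in these data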;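 note: PERK kinase domain activated by AP20187 dimerizer at 100 nM; 0% = DMSO with dimerizer and 100% = rapamycin at 8.4 µM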
KCC2 mod: KCC2 cotransporter modulators, thallium flux, primary screen, cell-based, HEK293 KCC2, FluoZin-2 fluorescence, MLSMR. Solute carrier family 12 member 5 (Homo sapiens), Q9H2X9. KCC2 cells, thallium flux FluoZin-2 fluorescence. B-score of Tl+ flux slope (higher = more flux/activation; lower = inhibition) at 10 µM. 190,000 compounds, 2.2% hits;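 active = thallium flux slope and its plate-corrected score both differing from the plate sample mean at a set confidence after two filtering rounds, in either direction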;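 note: slope of fluorescence scaled to starting intensity during 10 to 20 s after thallium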
FXIIa inh 1536: human FXIIa protease inhibitors, primary screen, biochemical, 1536-well. Coagulation factor XII (Homo sapiens), P00748. purified FXIIa, Boc-QGR-AMC fluorogenic substrate, 2 h. inhibition, % at 5 µM. 220,000 compounds, 0.3% hits. AID 800, 2007; in the data active = inhibition above about 40%;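 note: 0% = enzyme with no compound and 100% = blank without enzyme; many of its hits are not listed in these tables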
Thrombin inh: human alpha-thrombin inhibitors, primary screen, counter-screen for coagulation protease inhibitor project, biochemical, 1536-well, fluorogenic AMC substrate; inhibition, % at 5 µM; 220,000 compounds, 0.26% hits; Boc-VPR-AMC fluorogenic substrate cleavage; Prothrombin (Homo sapiens), P00734;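 active = inhibition at or above 40%; inactive = inhibition below 40%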;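 note: 0% = enzyme with no compound and 100% = wells without enzyme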
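Assay system: human alpha-thrombin enzyme. Reagent: Boc-VPR-AMC substrate, 15 µM final. Compound dosing: one concentration per compound, 5 µM, with 0.2% DMSO. Incubation: room-temperature reaction. Technique: AMC fluorescence, 355/460 nm. Measure: % inhibition relative to enzyme controls and enzyme-free blanks.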
p97 inhibitor: inhibitors of human p97 ATPase, primary screen, biochemical. Transitional endoplasmic reticulum ATPase (Homo sapiens), P55072. recombinant p97 ATPase, Kinase-Glo ATP luminescence, 3 h. inhibition, % at 8 µM. 220,000 compounds, 0.42% hits; in the data active = inhibition above about 15%;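 note: 0% = DMSO vehicle and 100% = wells lacking enzyme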
* = called active by the depositor; . = not tested or not shown; [ ] = another dose, or the depositor's remark.

1	N#Cc1ccc(C(c2nnnn2C2CCCC2)N2CCC(Cc3ccccc3)CC2)cc1 (centres undefined)
2	Cn1c(Cn2c(=O)sc3ccccc32)nnc1SCC(=O)Nc1ccc(F)cc1
3	CCOC(=O)CSc1nncc2ccc(OC)c(OC)c12
4	COc1ccc(/C=N/NC(=S)Nc2cccc(C(=O)O)c2)cc1OC
5	CC(=O)Nc1cccc(-n2nnc(SCC(=O)Nc3ccc(F)c(Cl)c3)n2)c1
6	CCC(=O)NNc1ccc(Br)cc1
7	Cc1cc(/C=N/O)c(C)n1-c1cccc(Cl)c1
8	COC(=O)c1ccc(COC(=O)c2ccccn2)cc1
9	COc1ccc([N+](=O)[O-])cc1NC(=O)CSCc1ccccc1C
10	COc1ccccc1OC(=O)c1ccc(S(=O)(=O)N(C)C)cc1
compound no. | 1 | 2 | 3 | 4 | 5 | 6 | 7 | 8 | 9 | 10
FXIa inh 1536 | 7 | 12 | 2 | 7 | 2 | 8 | 1 | -16 | -8 | 3
Wee1 stabilizer | -1 | 1 | -2 | -1 | 3 | 1 | 1 | 2 | 2 | -2
KLK5 inh | -20 | -1 | -24 | 0 | -2 | -16 | 2 | 1 | -13 | 3
Furin inhibitor | -23[20 µM] | -13 | -20 | -23 | -11 | -9 | -22 | -15[20 µM] | -14 | -18[20 µM]
PERK inh | -0.1 | -0.1 | 0.8 | 1.5 | -0.9 | 1.4 | 0.6 | 1.3 | -0.6 | 0.7
KCC2 mod | -1.1 | 0.025 | . | 1.7 | -0.063 | -0.71 | -0.84 | 0.83 | 0.18 | .
FXIIa inh 1536 | 18 | 22 | 11 | 15 | 9 | -5 | 17 | -23 | -6 | 15
Thrombin inh | 2 | 3 | 4 | 0 | 1 | 1 | 3 | -8 | -8 | 3
p97 inhibitor | -6 | -1 | 8 | 0 | 1 | -2 | 2 | -3 | -3 | 0

11	Cc1c(-c2ccccc2)nc(N)c(C#N)c1-c1ccco1
12	CCOc1ccc(NS(=O)(=O)c2cc(OC)ccc2OC)cc1
13	N#C/C(=C(/O)COC(=O)c1ccc(C#N)cc1)c1nc2ccccc2s1
14	C=CCn1c(SCC(=O)N2N=C(c3ccco3)CC2c2ccco2)nnc1-c1ccncc1 (centres undefined)
15	COc1ccccc1OCC(=O)Nc1nc(-c2ccc(S(=O)(=O)N3CCOCC3)cc2)cs1
16	O=C(Nc1nnc(-c2ccccc2)o1)c1cc(Cl)sc1Cl
17	CCC(C)N1C(=O)CN(C2CCCCCC2)C(=O)C1c1ccccc1F (centres undefined)
18	Cc1ccc2c(c1)c1ccc3c(c1n2C)C(=O)C=CC3=O
19	COC(=O)c1cc(NS(=O)(=O)c2ccc(F)cc2)ccc1N1CCOCC1
20	CC(Nc1cc(N2CCN(C(=O)C(C)(C)C)CC2)ccc1[N+](=O)[O-])c1ccccc1 (centres undefined)
compound no. | 11 | 12 | 13 | 14 | 15 | 16 | 17 | 18 | 19 | 20
FXIa inh 1536 | 4 | 3 | 11 | -15 | 3 | -6 | 11 | 3 | 7 | 7
Wee1 stabilizer | 1 | -2 | -1 | -2 | 4 | -2 | 0 | -2 | 2 | -1
KLK5 inh | -75 | -3 | -14 | 5 | -3 | -30 | 13 | 2 | 6 | 5
Furin inhibitor | -12 | -21[20 µM] | -1 | 1 | -14[20 µM] | -9 | -5 | -13 | -31 | 8
PERK inh | 0.7 | 0.4 | 0.2 | -1.1 | -0.7 | -0.2 | -0.7 | 0.0 | 0.2 | -0.3
KCC2 mod | 0.7 | . | -2.7 | -1 | 0.2 | 60* | -0.58 | -0.41 | -0.52 | -1.7
FXIIa inh 1536 | 15 | 5 | 17 | 1 | 9 | -2 | 24 | 5 | 5 | 21
Thrombin inh | 1 | -3 | 6 | -7 | 1 | -11 | -1 | -1 | 1 | 0
p97 inhibitor | 2 | 1 | 5 | -5 | 3 | -6 | -3 | 6 | 5 | -1

21	Cc1cc(C(=O)NCc2cccs2)n(-c2ccccc2)n1
22	CC(=O)c1c(C)[nH]c(C(=O)OCC(=O)Nc2ccc(C)cc2[N+](=O)[O-])c1C
23	COc1ccccc1Nc1nc(N)nc(CN2CCN(c3ccccc3F)CC2)n1
24	COc1cccc(CNC(=O)CCC2CCCN(C(=O)c3cc4ccccc4o3)C2)c1 (centres undefined)
25	COC(=O)C1=C(C)NC(C)=C(C(=O)OC)C1C(=O)OCC(=O)c1ccc(F)cc1
26	Cn1c(=O)c2[nH]c(Nc3ccccc3)nc2n(C)c1=O
27	S=c1[nH]nc([C@@H]2C[C@H]2c2ccccc2)n1-c1ccccc1Cl
28	O=C1CC(c2ccco2)CC(O)=C1C=NCCN1CCN(C(=O)Nc2ccc(Cl)cc2)CC1 (centres undefined)
29	CCOC(=O)N1CCN(C(=O)C2CCCN(S(=O)(=O)c3ccc(C)cc3)C2)CC1 (centres undefined)
30	COc1ccc(S(=O)(=O)Cc2ccc(C(=O)NCc3cccnc3)o2)cc1
compound no. | 21 | 22 | 23 | 24 | 25 | 26 | 27 | 28 | 29 | 30
FXIa inh 1536 | 2 | 3 | 4 | 0 | -8 | -1 | -4 | 3 | -17 | 8
Wee1 stabilizer | -2 | -2 | 1 | 6 | 5 | -2 | -4 | 3 | -3 | 0
KLK5 inh | -15 | -8 | 2 | . | -5 | 8 | 16 | -10 | -17 | -12
Furin inhibitor | -27 | -17 | -3[20 µM] | -33 | -4 | -22[20 µM] | -28 | -4 | -18[20 µM] | -17
PERK inh | 0.9 | 0.3 | -1.4 | 1.9 | 0.8 | 1.0 | 0.5 | 0.3 | -1.9 | 1.5
KCC2 mod | . | -0.7 | 0.3 | -1.4 | -0.88 | -0.74 | 0.19 | -0.91 | . | 0.57
FXIIa inh 1536 | 10 | 6 | 15 | 4 | 0 | 15 | 3 | 4 | -19 | 14
Thrombin inh | -5 | -9 | 7 | -5 | -10 | 1 | -4 | -2 | -11 | -3
p97 inhibitor | 1 | -3 | -6 | -3 | 1 | 3 | -5 | 5 | 0 | 2

31	CCOC(=O)CSc1c(-c2ccc(Cl)cc2)[nH]c2ccccc12
32	C=C(C)CSc1cc(C)c(C#N)c2nc3ccccc3n12
33	CCc1nc(NCC2CCCO2)c2oc3ccccc3c2n1 (centres undefined)
34	c1csc(-c2nc3c4ccccc4c4ccccc4c3[nH]2)c1
35	CCc1ccc(CN(C)C(=O)CCc2nnc(-c3ccc(-c4ccccc4)cc3)o2)nc1
36	Cc1ccc(NC(=S)N/N=C2/CCCCc3ccccc32)cc1
37	C/C(=N\OC(=O)c1ccc(Cl)c(Cl)c1)c1sc(C)nc1C
38	CCN1CCN(C(=O)CCCCCn2c(=O)[nH]c3cc(C(=O)OC)ccc3c2=O)CC1
39	Cc1cccc2c1N(CC(=O)OC(C)C)C(=O)C2=O
40	COc1ccc(OC(C)C(=O)NC2CC(C)(C)NC(C)(C)C2)cc1 (centres undefined)
compound no. | 31 | 32 | 33 | 34 | 35 | 36 | 37 | 38 | 39 | 40
FXIa inh 1536 | -13 | 18 | 4 | 0 | 1 | -2 | -8 | 4 | 16 | -13
Wee1 stabilizer | 3 | -1 | 1 | -2 | 2 | 1 | -2 | -6 | 4 | 0
KLK5 inh | -3 | -1 | 9 | -13 | . | -13 | 10 | -16 | 8 | -23
Furin inhibitor | -18 | -21 | -12 | 1[20 µM] | -19 | -9 | -12[20 µM] | -10 | -21 | -26[20 µM]
PERK inh | -0.1 | -0.2 | 0.2 | -1.9 | 2.0 | 0.0 | 1.0 | 0.0 | 1.0 | 0.9
KCC2 mod | -0.14 | -1.8 | -4 | 0.12 | . | 33* | -0.074 | 0.41 | 0.45 | 0.44
FXIIa inh 1536 | 3 | 17 | 15 | 3 | 5 | 3 | -1 | 17 | 19 | 8
Thrombin inh | -9 | -8 | 3 | 1 | -1 | -5 | -6 | 6 | -6 | 1
p97 inhibitor | -7 | 6 | 2 | 12 | -1 | 2 | -5 | -5 | 4 | 1

41	Cc1ccc(C)c(CSc2nnc([C@@H]3CCCN3)o2)c1
42	COc1cccc(/C=N/NC(=O)c2ccc(-c3ccccc3)cc2)c1O
43	Cc1c(C)c2ccc(OCC(=O)N(C)C)c(C)c2oc1=O
44	CCOc1ccccc1N(C(=O)c1snc(C(N)=O)c1N)C(C(=O)NC1CCCC1)c1ccco1 (centres undefined)
45	Cc1ccccc1OCC(=O)N(Cc1ccc(N(C)C)cc1)C1CCS(=O)(=O)C1 (centres undefined)
46	COc1ccc(-c2cnnn2-c2ccc(NC(=O)c3ccc(S(=O)(=O)N4CCCCC4)cc3)cc2)cc1OC
47	CC1CN(c2nc(-c3ccc(Br)cc3)nnc2-c2ccccc2)CC(C)N1 (centres undefined)
48	O=c1nc(-c2ccccc2)cc(C(F)(F)F)[nH]1
compound no. | 41 | 42 | 43 | 44 | 45 | 46 | 47 | 48
FXIa inh 1536 | 0 | -2 | 16 | 3 | 2 | -3 | 3 | -7
Wee1 stabilizer | -1 | -3 | 3 | -1 | 0 | -1 | -2 | 3
KLK5 inh | -1 | -83 | -13 | -1 | -24 | -18 | 2 | -11
Furin inhibitor | -8 | -7[20 µM] | -28[20 µM] | -35 | -12 | -28 | -4[20 µM] | -35[20 µM]
PERK inh | 0.6 | 0.0 | -0.7 | -0.9 | -0.1 | -1.5 | -1.2 | 0.3
KCC2 mod | -0.017 | -0.06 | 1.6 | -1.3 | . | -1.3 | 0.3 | 0.26
FXIIa inh 1536 | 4 | -14 | 26 | 12 | 13 | 3 | 7 | 0
Thrombin inh | -9 | -9 | 4 | 2 | 1 | -3 | -2 | -4
p97 inhibitor | 0 | 3 | 2 | 1 | 2 | 9 | -1 | -4

Exported in markdown: part of the list above
| nr | SMILES | FXIa inh 1536 | Wee1 stabilizer | KLK5 inh | Furin inhibitor | PERK inh | KCC2 mod | FXIIa inh 1536 | Thrombin inh | p97 inhibitor |
| --- | --- | --- | --- | --- | --- | --- | --- | --- | --- | --- |
| 36 | Cc1ccc(NC(=S)N/N=C2/CCCCc3ccccc32)cc1 | -2 | 1 | -13 | -9 | 0.0 | 33* | 3 | -5 | 2 |
| 37 | C/C(=N\OC(=O)c1ccc(Cl)c(Cl)c1)c1sc(C)nc1C | -8 | -2 | 10 | -12[20 µM] | 1.0 | -0.074 | -1 | -6 | -5 |
| 38 | CCN1CCN(C(=O)CCCCCn2c(=O)[nH]c3cc(C(=O)OC)ccc3c2=O)CC1 | 4 | -6 | -16 | -10 | 0.0 | 0.41 | 17 | 6 | -5 |
| 39 | Cc1cccc2c1N(CC(=O)OC(C)C)C(=O)C2=O | 16 | 4 | 8 | -21 | 1.0 | 0.45 | 19 | -6 | 4 |

Screens deposited in PubChem BioAssay by several laboratories.
